Source: PubChem BioAssay (National Center for Advancing Translational Sciences (NCATS))
SMN2 splice enh: increases expression of the SMN2 splice variant | AID 1458 | Potency, µM (highest dose often 46.1 µM), without a hit: top-dose activity change, positive = activation, hits mostly activators | HEK293 SMN2-luciferase splicing reporter, luminescence, 30-36 h | hit rate 2.8% among 210,000; note: % of control where 0% means no effect; nearly all actives have a fitted effect of over 55% in size
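HEK293 cells carry an SMN2 minigene-luciferase reporter in which exon 7 inclusion puts luciferase in frame. Cells were seeded at 2000 cells/well, attached for 10-12 hours, then exposed to compounds for 30-36 hours at 37C before ONE-Glo luminescence.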
TRb-SRC2 inh: disrupts binding of human TR beta to SRC2; AID 1469; Potency, µM (titrated, usually from 106 µM), inactives show top-dose activity change, negative = inhibition, usual class: inhibitors; TRbeta-SRC2 peptide binding, fluorescence polarization; receptor liganded with 1 µM T3; hit rate 0.065% among 280,000; P10828;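 note: plate controls were bound peptide for no effect and peptide without receptor for full effect; nearly all actives have a fitted effect of over 50% in size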
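A fluorescence polarization screen tested compounds at multiple concentrations against complex formation between 0.6 uM TRb ligand-binding domain and 20 nM Texas Red SRC2 peptide, with 1 uM T3 present; readout after 5 hr.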
JMJD2E inh: JMJD2E (human) inhibition; hit rate 1.6% among 230,000; JMJD2E catalytic domain, FDH-coupled NADH fluorescence (FDH is formaldehyde dehydrogenase); Potency, µM (doses to about 57.1 µM), without a hit: top-dose activity change, negative = inhibition, most hits filed as inhibitors; B2RXH2; active = well fitted inhibition curve with a large enough effect, not every such curve was filed as active; inconclusive = small, poorly fitted or top-dose-only effect, or another doubt; inactive = no such curve, though single readings can be large or run the other way;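 note: 0% = wells with enzyme and -100% = buffer wells without enzyme; nearly all actives have a fitted effect of over 50% in size; many of its hits are not listed in these tables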
TexasRed fluor: Texas Red fluorescence interference in TRb-SRC2 counter-screen; hit rate 0.29% among 280,000; AID 1479; TRb/SRC2 Texas Red total fluorescence interference; Potency, µM (titrated, usually from 106 µM), inactives show at the highest dose fluorescence change, negative = quenching; active = well fitted curve in either direction with a large enough effect; inconclusive = small, poorly fitted or top-dose-only effect; note: % is set by controls: 0 for no effect and ±100 for the full control effect
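Human TRβ ligand-binding domain (0.6 uM) and Texas Red SRC2 peptide (20 nM) in Tris buffer with 1 uM T3 and 5% DMSO were incubated with pinned compound for 5 hr at ambient temperature. Total fluorescence was computed as S + 2P (555/632 nm).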
GoLoco inh red: RGS12 GoLoco-Gai1 interaction inhibition; P63096; AID 880; Potency, µM (highest dose often 61.6 µM), for the others: top-dose activity, negative = inhibition, hits mostly inhibitors; hit rate 0.44% among 230,000; Gai1:RGS12 GoLoco peptide FP, rhodamine, 10 min; active = well fitted inhibition curve with a large enough effect, not every such curve was filed as active; inactive = no such curve, though single readings can be large or run the other way; note: % is set by controls: 0 for no effect and ±100 for the full control effect; nearly all actives have a fitted effect of over 30% in size; many of its hits are not listed in these tables
Target sequence (P63096 whole entry, looked up): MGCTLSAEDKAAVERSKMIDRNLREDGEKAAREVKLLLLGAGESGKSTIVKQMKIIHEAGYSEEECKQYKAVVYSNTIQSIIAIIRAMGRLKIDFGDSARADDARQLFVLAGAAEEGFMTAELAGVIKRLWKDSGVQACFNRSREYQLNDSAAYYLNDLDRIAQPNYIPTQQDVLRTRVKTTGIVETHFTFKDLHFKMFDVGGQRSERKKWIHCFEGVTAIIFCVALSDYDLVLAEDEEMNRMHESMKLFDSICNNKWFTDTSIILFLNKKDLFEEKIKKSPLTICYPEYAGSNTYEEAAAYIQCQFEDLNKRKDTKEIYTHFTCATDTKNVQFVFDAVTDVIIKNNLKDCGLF
ALDH1A1 block: inhibitors of human aldehyde dehydrogenase 1A1; P00352; Purified ALDH1A1, NADH fluorescence, propionaldehyde substrate; Potency, µM (doses to about 75.3 µM), without a hit: at the top dose activity, negative = inhibition, usual class: inhibitors; hit rate 7.3% among 220,000; AID 1030; active = well fitted inhibition curve with a large enough effect, not every such curve was filed as active; inconclusive = small, poorly fitted or top-dose-only effect, or another doubt; inactive = no such curve, though single readings can be large or run the other way;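 note: plate controls were no enzyme wells and a reference inhibitor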
LMNA splice mod: LMNA splicing modulation | hit rate 0.01% among 200,000 | HeLa LMNA splicing GFP/RFP minigene ratio, 48 h | Potency, µM (top dose mostly 46.1 µM), inactives show top-dose ratio change, negative = inhibition, hits mostly inhibitors; active = well fitted inhibition curve with a large enough effect in the signal ratio, with a control signal flat, not every such curve was filed as active; inconclusive = small, poorly fitted or top-dose-only effect, or effect the other way, or a change in a side signal; the % refers to the signal ratio; note: % is set by controls: 0 for no effect and ±100 for the full control effect
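Read-out is the ratio of GFP to DsRed2 object intensity, acquired by 488 nm laser-scanning cytometry on HeLa lamin A-EGFP minigene reporter cells. Compound incubation 48 hrs at 37 °C in Opti-MEM with 2% FBS; DMSO 0.5% final.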
RECQ1 helicase: blocks DNA unwinding by human RECQ1. AID 2549. hit rate 0.54% among 240,000. P46063. RECQ1 DNA unwinding, red fluorescence kinetic read. Potency, µM (titrated, usually from 57.3 µM), inactives show at the highest dose activity, negative = inhibition, usual class: inhibitors;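 note: plate controls were vehicle for no effect and no enzyme for full effect; nearly all actives have a fitted effect of over 30% in size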
Target sequence (P46063 whole entry, looked up): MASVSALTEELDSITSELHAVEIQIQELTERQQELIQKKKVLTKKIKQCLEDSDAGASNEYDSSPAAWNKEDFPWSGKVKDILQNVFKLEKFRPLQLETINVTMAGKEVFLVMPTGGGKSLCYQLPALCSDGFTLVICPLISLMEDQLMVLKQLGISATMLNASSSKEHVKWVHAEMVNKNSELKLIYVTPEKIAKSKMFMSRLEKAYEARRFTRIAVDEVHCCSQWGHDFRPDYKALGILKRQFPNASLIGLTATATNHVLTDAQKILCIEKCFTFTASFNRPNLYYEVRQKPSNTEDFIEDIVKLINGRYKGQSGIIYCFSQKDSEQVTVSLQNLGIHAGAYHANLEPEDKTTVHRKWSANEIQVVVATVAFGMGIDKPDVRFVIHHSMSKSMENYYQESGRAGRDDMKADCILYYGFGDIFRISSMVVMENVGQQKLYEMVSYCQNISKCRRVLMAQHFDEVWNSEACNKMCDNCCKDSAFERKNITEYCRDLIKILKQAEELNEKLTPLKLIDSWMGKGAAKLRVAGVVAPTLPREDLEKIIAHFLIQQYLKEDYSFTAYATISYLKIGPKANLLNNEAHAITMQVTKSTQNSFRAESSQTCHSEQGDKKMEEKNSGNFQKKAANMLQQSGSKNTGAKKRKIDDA
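50 nM RECQ1T1 preincubated 15 min with compound in Tris pH 8.0 buffer with MgCl2, DTT, Tween-20 and 2.5 ug/ml poly(dI-dC); started with 200 nM TAMRA/BHQ-2 forked duplex and 2 mM ATP. Unwinding read as fluorescence (525/598 nm), two reads 2 h apart.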
Starred values were filed as active, the others as inactive; i = inactive; ? = inconclusive; nt = no result given; & = joins results of further samples; ! = a repeat was not active; [ ] = dose if it differs, or a comment. Unless noted, calls come from the whole dose curve; as a rule, active = well fitted curve in the direction sought with a large enough effect; inconclusive = small, poorly fitted or top-dose-only effect, or another doubt; inactive = no such curve, though single readings can be large; an effect the other way counts as inactive or inconclusive. Potency is the fitted concentration of half-maximal effect.

| canonical_smiles | GoLoco inh red | TRb-SRC2 inh | RECQ1 helicase | ALDH1A1 block | SMN2 splice enh | LMNA splice mod | TexasRed fluor | JMJD2E inh |
| --- | --- | --- | --- | --- | --- | --- | --- | --- |
| CCOC(=O)N1CCN(C(=O)CN(c2cccc(C(F)(F)F)c2)S(C)(=O)=O)CC1 | -3% | 2% | -7% | 7% | -9% | -3% | -7% | 13% |
| O=C(O)c1ccccc1OC(=O)C12CC3CC(CC(C3)C1)C2 | 4% | -6% | i | 4% | 4% | ? | 6% | ? |
| Cc1ccccc1Nc1ncnc2c1cnn2-c1ccccc1 | 3% | 1% | -6% | -4% | 11µM* | ? | 5% | 8% |
| Cc1cc(=O)oc2cc(OCC(=O)Nc3nnc(C4CC4)s3)ccc12 | -5% | 2% | -5% | nt | nt | nt | -3% | ? |
| COc1ccc2c(c1)C1CC(C)(NC(=O)C1S(=O)(=O)c1ccc(F)cc1)O2 (stereo not drawn) | nt | 2% | -4% | 7% | nt | -16% | 0% | 1% |
| CCC(=O)c1cc(-c2nc3ccccc3n2C)n(C)c1 | 3% | 6% | -6% | 6% | 9% | -6% | -5% | -12% |
| Cc1cccnc1NC(=O)CCNS(=O)(=O)c1ccc2c(c1)c(=O)n(C)c(=O)n2C | -1% | 0% | -3% | -14% | -43%[inhibitor] | nt | 2% | -9% |
| CC(NC(=O)Nc1ccccc1)C(c1cccs1)N1CCN(c2ccccc2)CC1 (stereo not drawn) | 2% | -3% | i | ? | nt | nt | 2% | 4% |
| Cc1cc(C)n(-c2nc3c(c(=O)[nH]c(=O)n3C)n2Cc2cccc(Br)c2)n1 | -9% | 0% | 6% | 0% | 0% | 9% | -11% | 2% |
| COCCCNC(=O)c1ccccc1-c1cc(C)no1 | 2% | -6% | -1% | nt | nt | nt | 1% | 5% |
| COc1ccc(/C=N/NC(=O)c2sc3nc(C)cc(C)c3c2N)cc1 | 15% | -5% | -1% | nt | nt | nt | -7% | ? |
| Cc1cc(CNC(=S)Nc2ccc(Br)cc2Cl)nn1C | 5% | 6% | i | ? | 1% | nt | -2% | -24% |
| COc1cc(C#N)c(NC(=S)N2CCOCC2)cc1OC | 2% | 1% | -1% | -5% | 13% | nt | -2% | -12% |
| COCCN1C(=O)C(CC(=O)Nc2ccc(C(C)=O)cc2)SC1=Nc1ccccc1 (stereo not drawn) | 10% | 0% | -3% | -8% | -13% | 3% | 2% | -3% |
| CCSc1ccccc1C(=O)Nc1ccc2c(c1)OCO2 | -2% | 2% | i | -7% | 27% | ? | -5% | -3% |
| CCOC(=O)c1cnc2ccccc2c1Nc1cc(C(=O)O)ccc1C | 8% | -1% | i | 1% | 0% | nt | 0% | -4% |
| COc1cccc(C(=O)Nc2ncc3c(n2)CC(c2ccc(OC)cc2OC)CC3=O)c1 (stereo not drawn) | 8% | 5% | -6% | -6% | -15% | -22% | -5% | -2% |
| Cc1cc(Nc2ccccc2)n(C(=O)c2ccc(N)cc2)n1 | -19% | -7% | -9% | -11% | 11µM* | 4% | 1% | 2% |
| Clc1ccc2[nH]c(-c3ccccc3)cc2c1 | 2% | -3% | i | ? | ? | ? | -3% | ? |
| O=C(CN1C(=O)C2CC=C(Cl)CC2C1=O)NCc1ccccc1 (stereo not drawn) | -4% | 4% | -6% | -4% | -5% | 6% | -1% | -5% |
| CS(=O)(=O)N(CC(=O)Nc1ccccc1Sc1ccccc1)C1CCCCC1 | -5% | -26% | -11% | 1% | -11% | 16% | 0% | 3% |
| CCCNC(=O)Nc1nc2ccccc2s1 | 0% | 4% | 3% | nt | nt | nt | -1% | 5% |
| CN1C(=O)C2(C(C#N)=C(N)Oc3c2oc(CO)cc3=O)c2ccccc21 (stereo not drawn) | 5% | -3% | i | 4% | ? | 1% | 2% | -2% |
| CC(NC(=O)c1cnccn1)c1ccc(S(N)(=O)=O)cc1 (stereo not drawn) | 7% | 1% | -9% | nt | nt | nt | -2% | 9% |

7 structures out of the list, sorted by length of the SMILES, smallest number first.
| canonical_smiles | GoLoco inh red | TRb-SRC2 inh | RECQ1 helicase | ALDH1A1 block | SMN2 splice enh | LMNA splice mod | TexasRed fluor | JMJD2E inh |
| --- | --- | --- | --- | --- | --- | --- | --- | --- |
| CCCNC(=O)Nc1nc2ccccc2s1 | 0% | 4% | 3% | nt | nt | nt | -1% | 5% |
| CCSc1ccccc1C(=O)Nc1ccc2c(c1)OCO2 | -2% | 2% | i | -7% | 27% | ? | -5% | -3% |
| COc1cc(C#N)c(NC(=S)N2CCOCC2)cc1OC | 2% | 1% | -1% | -5% | 13% | nt | -2% | -12% |
| CC(NC(=O)c1cnccn1)c1ccc(S(N)(=O)=O)cc1 (stereo not drawn) | 7% | 1% | -9% | nt | nt | nt | -2% | 9% |
| O=C(CN1C(=O)C2CC=C(Cl)CC2C1=O)NCc1ccccc1 (stereo not drawn) | -4% | 4% | -6% | -4% | -5% | 6% | -1% | -5% |
| CS(=O)(=O)N(CC(=O)Nc1ccccc1Sc1ccccc1)C1CCCCC1 | -5% | -26% | -11% | 1% | -11% | 16% | 0% | 3% |
| CN1C(=O)C2(C(C#N)=C(N)Oc3c2oc(CO)cc3=O)c2ccccc21 (stereo not drawn) | 5% | -3% | i | 4% | ? | 1% | 2% | -2% |

The list goes on:
| canonical_smiles | GoLoco inh red | TRb-SRC2 inh | RECQ1 helicase | ALDH1A1 block | SMN2 splice enh | LMNA splice mod | TexasRed fluor | JMJD2E inh |
| --- | --- | --- | --- | --- | --- | --- | --- | --- |
| N#CC(=C=[N-])c1nc2ccccc2nc1-[n+]1cccc(NC(=O)c2ccccc2)c1 | -9%&-8% | -14%&-9% | -6%&-2% | 14µM*! | nt | nt | 10%&-3% | -4%&-13% |
| O=c1c2ccccc2nc2n1C(CSc1ccc(Br)cc1)CN2 (stereo not drawn) | 3% | -5% | i | 2% | -9% | -6% | -3% | -2% |
| C(=C\c1nnc2c3ccccc3ncn12)/c1ccccc1 | -1% | -9% | -5% | ? | 14µM* | ? | -1% | -5% |
| CCCCc1nnc(NC(=O)Cn2cnc3ccccc3c2=O)s1 | 9% | 1% | -13% | -16% | 7% | 8%[46 µM] | -4% | -3% |
| CCCc1cc(=O)oc2cc(OCc3ccc(OC)cc3)c(Cl)cc12 | nt | 4% | -4% | ? | nt | -19% | -8% | 3% |
| CCN(c1ccccc1)C1(O)C(=O)c2ccccc2C1=O | 8% | -3% | -2% | 0% | nt | nt | 0% | 13% |
| CC(=O)CCS(=O)(=O)c1ccc(NC(C)=O)cc1 | 0% | -6% | -6% | ? | 3% | -12% | 1% | 1% |
| COc1cc(OC)c(N(C)S(=O)(=O)c2cccc(C(=O)OCC(=O)c3c[nH]c4ccccc34)c2)cc1Cl | 4% | -4% | -7% | 15% | -66%[inhibitor] | ? | 3% | 8% |
| Cc1cc(C)nc(NC(N)=S)n1 | 0% | 5% | -15% | nt | nt | nt | 0% | 14% |
| Cc1cc(C)c(S(=O)(=O)Nc2ccc(-c3cn4ccccc4n3)cc2)c(C)c1 | 3% | -2% | -20% | -8% | 11% | 3% | -3% | ? |
| Cn1cnnc1SCC(=O)Nc1ccc2nc(SCc3ccccc3F)sc2c1 | 18% | 1% | i | 13µM* | ? | -18% | 0% | -5% |
| C=C(C)CNC(=O)CCc1nnc(Cc2cccc(C(F)(F)F)c2)o1 | -6% | -1% | 10% | 9% | 11µM* | nt | 0% | 12% |
| COc1ccc(C/C(N)=N/OC(=O)C(c2ccccc2)c2ccccc2)cc1OC | nt | 6% | -11% | 6.3µM* | nt | ? | 0% | -3% |
| Cc1nc2ccc(NC(=O)N3CCSCC3)cc2nc1C | -2% | 0% | 1% | ? | 20% | -7% | -3% | ? |
| CC(C)(C)c1ccc(C(=O)N2CCCCCC2=O)cc1 | 6% | -3% | -1% | -2% | -38%[inhibitor] | -13% | 2% | 3% |
| CCOC(=O)/C=C/C(=O)N1CCN(C(=O)/C=C/C(=O)OCC)CC1 | -4% | 0% | i | nt | nt | nt | -3% | 1% |
| O=C(O)c1ccc(Cl)c(NC(=O)C2CCCN2S(=O)(=O)c2cccc3nsnc23)c1 (stereo not drawn) | 6% | -3% | -2% | 5% | -10% | -1% | -7% | 8% |
| CCOC(=O)c1ccc(-c2cccc(-c3cc(=O)oc4cc(OC)cc(OC)c34)c2)cc1 | 0% | 8% | i | ? | nt | nt | -15% | nt |
| COc1cccc(C(=O)N2CCN=C2SC)c1 | 1% | 2% | i | 8% | 6% | 9%[46 µM] | 0% | 1% |
| CC(NC(=O)C(=O)NCCC1=CCCCC1)c1ccccc1 (stereo not drawn) | 8% | 4% | 6% | 3% | -14% | -8% | -5% | -8% |
| Cc1csc(NC(=O)CSc2ncnc3c2cnn3-c2ccccc2Cl)n1 | 9% | -10% | -3% | ? | -39%[inhibitor] | ? | 0% | 0% |
| Cc1onc(-c2c(Cl)cccc2Cl)c1NC(=O)NN(C)C | -10% | 7% | i | 4% | nt | nt | -4% | -2% |
| CC(C)C(=O)N(Cc1cc2ccccc2[nH]c1=O)C(C)(C)C | 6% | -22% | 11% | 4% | -8% | 6% | 0% | ? |
| O=C(C1=C[C@@H](c2ccc(C(F)(F)F)cc2)C[C@@H](OCc2ccc(CO)cc2)O1)N1CCN(Cc2ccccc2)CC1 | 7% | 0% | -19% | ? | nt | nt | 1% | -14% |
| Cc1ccc2oc(C(F)(F)C(F)F)cc(=O)c2c1 | 2% | 5% | 0% | nt | nt | nt | 2% | 8% |
| O=S(=O)(Nc1ccc2nc(-c3ccco3)[nH]c2c1)c1ccccc1 | 52%[activator] | -3% | -7% | ? | 8% | ? | 5% | ? |
| Cc1cccc(C)c1NC(=O)C(c1cccs1)N(Cc1ccco1)C(=O)Cn1nnc2ccccc21 (stereo not drawn) | 9% | 1% | -14% | 1% | -6% | 1% | 3% | 1% |

Only part of the results is shown. The share of hits here may be higher or lower than overall.
